ADAM10 inh: inhibitors of human ADAM10; inhibition, % at 7 µM; O14672; recombinant ADAM10, EDANS/DABCYL FRET peptide cleavage, 3 h; 0.62% of 370,000 active;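 active = inhibition above a per-campaign cutoff equal to the mean of compounds falling between control-based bounds plus 3 SD, cut at about 20% in these data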;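 note: 0% = DMSO wells while the 100% control is not disclosed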
Tn6 DDE FP: DD(E)-Tn6 binding inhibition, primary FP screen | P02675 | Fibrin DD(E) TRITC-Tn6 fluorescence polarization displacement | inhibition, % at 8.3 µM | 0.21% of 370,000 active;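 active = inhibition above a per-campaign cutoff: mean of compounds within control limits plus 3 SD, cut at about 15% in these data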;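 note: 0% = median of all compound wells on the plate and 100% = blocking peptide control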
PLC-gamma1 inh: inhibitors of human phospholipase C gamma1; P19174; purified PLC-gamma1, fluorogenic substrate, fluorescence; inhibition, % at 12.2 µM; 0.84% of 370,000 active; AID 720700; in the data active = inhibition above about 9.5%
ADAM17 inh: inhibitors of human ADAM17; 0.83% of 370,000 active; inhibition, % at 6.95 µM; recombinant ADAM17, EDANS/DABCYL FRET peptide cleavage; P78536;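 active = inhibition above the mean of compounds lying between control limits plus 3 SD, set per campaign, cut at about 8.5% in these data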;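 note: 0% = DMSO-only wells as the low control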
Target sequence (P78536 215-824 limits assumed): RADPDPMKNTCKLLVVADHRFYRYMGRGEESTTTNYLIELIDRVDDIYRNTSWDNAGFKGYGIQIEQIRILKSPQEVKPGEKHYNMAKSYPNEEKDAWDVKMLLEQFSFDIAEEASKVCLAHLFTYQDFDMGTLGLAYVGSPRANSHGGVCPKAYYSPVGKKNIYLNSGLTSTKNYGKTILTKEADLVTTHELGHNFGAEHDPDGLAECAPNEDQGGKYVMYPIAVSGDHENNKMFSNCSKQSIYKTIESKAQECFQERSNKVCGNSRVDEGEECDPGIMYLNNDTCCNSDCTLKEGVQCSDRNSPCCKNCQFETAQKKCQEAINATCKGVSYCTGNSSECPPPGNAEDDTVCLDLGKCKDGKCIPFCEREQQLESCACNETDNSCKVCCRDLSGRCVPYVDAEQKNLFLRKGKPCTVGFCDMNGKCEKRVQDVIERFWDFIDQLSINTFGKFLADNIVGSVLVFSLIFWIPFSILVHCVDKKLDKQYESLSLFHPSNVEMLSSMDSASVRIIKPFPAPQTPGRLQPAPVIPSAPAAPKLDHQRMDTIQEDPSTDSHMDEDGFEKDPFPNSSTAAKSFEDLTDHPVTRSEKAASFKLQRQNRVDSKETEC
ASAP1 GAP inh: inhibitors of human ASAP1 ArfGAP activity | Q9ULH1 | ASAP1-stimulated ARF1 GTP hydrolysis, GDP FP detection | inhibition, % at 16.5 µM | 0.19% of 360,000 active | AID 624377; in the data active = inhibition above about 25%;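 note: 0% = vehicle with enzyme and substrate and 100% = no enzyme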
Target sequence (Q9ULH1 325-724 limits assumed): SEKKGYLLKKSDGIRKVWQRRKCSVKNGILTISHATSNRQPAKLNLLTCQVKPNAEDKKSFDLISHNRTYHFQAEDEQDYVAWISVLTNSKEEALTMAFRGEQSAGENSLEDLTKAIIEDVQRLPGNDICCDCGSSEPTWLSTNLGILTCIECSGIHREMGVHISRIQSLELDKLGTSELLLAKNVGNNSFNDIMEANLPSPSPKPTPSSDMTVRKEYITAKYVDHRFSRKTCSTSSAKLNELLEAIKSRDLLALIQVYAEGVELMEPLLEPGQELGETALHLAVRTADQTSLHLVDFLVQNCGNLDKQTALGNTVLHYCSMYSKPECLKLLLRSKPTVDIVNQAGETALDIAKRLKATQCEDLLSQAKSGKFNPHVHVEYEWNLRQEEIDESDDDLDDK
TDP2 inh: TDP2 (human) inhibition, absorbance primary screen | 0.34% of 370,000 active | inhibition, % at 12.8 µM | O95551 | recombinant TDP2, T5PNP hydrolysis, p-nitrophenol absorbance 415 nm;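 active = inhibition above the mean of all tested compounds plus 3 SD, set per campaign, cut at about 25% in these data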;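 note: 0% = DMSO with enzyme and 100% = buffer with substrate but no TDP2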
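Incubation: 2 h at 37 °C; Test system: recombinant human TDP2; Quantity: enzyme 120 nM; Read-out basis: percent inhibition; Medium: 50 mM Tris-HCl pH 7.5 with Mg2+, KCl, DTT, BSA; Repeats: single replicate; Compound: 12.8 µM single point, 1% DMSO; Signal: epi absorbance; Reagent: 5 mM T5PNP chromogenic substrate; Benchmarks: no-enzyme high, DMSO-plus-enzyme low.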
SIAE inh: blocks human sialic acid acetylesterase; SIAE FP-Rh probe binding, fluorescence polarization; inhibition, % at 9.66 µM; AID 1053197; 0.69% of 370,000 active; Q9HAT2;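 active = inhibition above a cutoff: mean of compounds within the control limits plus 3 SD of those, cut at about 17% in these data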;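 note: 0% = plate median of compound wells and 100% = probe without SIAE protein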
Tn7 DDE FP: DD(E)-Tn7 binding inhibition, primary FP screen | AID 720508 | 0.13% of 370,000 active | FP displacement of FITC-Tn7 peptide from fibrin DD(E); 0% = median of compound wells per plate | P02675 | inhibition, % at 8.3 µM;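 active = inhibition above the mean of compounds falling within the control limits plus 3 SD of them, cut at about 14% in these data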;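 note: 0% = plate median of compound wells and 100% = 10 µM Aha-Tn7 peptide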
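Test system – human fibrin DD(E) · Times – 10 min preincubation, 3 h with tracer, room temperature · Detection – fluorescence polarization of the labelled Tn7 tracer · Measure – percent inhibition normalized to high-control wells · Benchmarks – high control wells with 10 µM unlabelled Aha-Tn7 peptide (full inhibition) · Repeats – singlicate testing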
PLCb3 inh: blocks human PLC-beta3 enzyme activity; Q01970; Purified PLC-beta3, fluorogenic substrate, fluorescence; inhibition, % at 12.2 µM; 0.18% of 370,000 active; AID 720704; in the data active = inhibition above about 11%;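 note: 0% = median of compound wells on plate and 100% = full blocker control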
ARFGAP1 inhibitor: rat ARFGAP1 inhibition; Q62848; Arfgap1-stimulated ARF1 GTP hydrolysis, GDP FP detection; inhibition, % at 16.5 µM; 0.26% of 360,000 active;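 active = inhibition above a per-plate limit, mean inhibition of low control wells plus 3 SD, cut at about 25% in these data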;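 note: 0% = DMSO wells with enzyme and 100% = wells lacking Arfgap1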
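Material: rat Arfgap1 catalytic domain, aa 1-136; also added: human ARF1(Δ1-17)-GTP substrate; compound dosing: one concentration, 16.5 µM, DMSO 1.26%; incubation: GTP hydrolysis reaction 2 h at 25 °C; measured by: Tracer-displacement fluorescence polarization with EDTA stop, 620/688 nm; evaluation: % inhibition from polarization; repeats: one replicate per compound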
* marks the source's active call; other numbers are inactive results; i = inactive.

SMILES | ADAM10 inh | Tn6 DDE FP | PLC-gamma1 inh | ADAM17 inh | ASAP1 GAP inh | TDP2 inh | SIAE inh | Tn7 DDE FP | PLCb3 inh | ARFGAP1 inhibitor
Cc1ccc(Nc2ncc3c(n2)CC(C)CC3=O)c(C)c1 (stereo not drawn) | 0 | 6 | -11 | -2 | 13 | 1 | 6 | 1 | -28 | 4
COc1cc(C(C[N+](=O)[O-])c2c(C)[nH]c3ccccc23)cc(OC)c1OC (stereo not drawn) | 8 | 0 | -4 | 2 | 3 | -5 | 6 | 10 | 1 | 7
CNC(=S)NNC(=O)c1ccccc1Cl | 11 | -8 | 7 | 6 | -2 | -4 | 0 | 0 | -2 | 2
CC(CCc1ccccc1)NC(=O)c1ccc(NC(=O)c2cccc(Br)c2)cc1 (stereo not drawn) | 4 | -3 | 1 | -2 | -3 | 7 | -7 | 2 | 4 | 11
COc1ccccc1CNC(=O)Cn1cc([N+](=O)[O-])ccc1=O | 6 | -5 | 2 | 1 | -14 | -7 | -3 | -6 | -3 | 6
O=C(CSC1=NS(=O)(=O)c2cc(F)ccc2N1)Nc1cccc(F)c1 | 1 | 1 | 0 | -4 | -3 | 0 | -7 | 3 | -7 | 1
Cc1cc(C(=O)Cn2cnc3cc([N+](=O)[O-])ccc3c2=O)c(C)n1CC1CCCO1 (stereo not drawn) | -5 | 10 | -4 | -1 | 9 | -3 | -1 | -1 | -6 | -3
CCc1sc(C(=O)Nc2ccsc2C(=O)OC)cc1Br | 2 | 4 | 0 | -4 | 14 | -1 | 1 | 3 | -1 | -7
COc1cccc(OC)c1C(=O)NCCOc1cc(C)cc(C)c1 | -1 | 5 | 1 | -3 | -11 | 19 | -2 | -4 | -2 | 9
CNc1ccccc1C(=O)OCC(=O)N1CCc2ccccc2C1 | i | -6 | -196 | -253 | 3 | 8 | 6 | -1 | -259 | -11
Cc1noc(C)c1S(=O)(=O)N(C)C[C@H]1OCCCC[C@@H](C)Oc2ccc(NS(=O)(=O)c3cn(C)cn3)cc2C(=O)N([C@H](C)CO)C[C@@H]1C | -1 | -6 | 0 | -4 | 6 | 2 | 0 | -3 | 2 | -9
Clc1ccc2ncc(-c3nnnn3-c3ccccc3)c(-c3ccccc3)c2c1 | 3 | -1 | 2 | -3 | -8 | 14 | -6 | 9 | 1 | -2
CCC(=O)Nc1cccc(-c2csc(-c3ccccc3)n2)c1 | -6 | -7 | 1 | -1 | 2 | -3 | -1 | -5 | 0 | 5
CCN1C(=O)[C@H]2[C@H]3CN=C(SCC(=O)c4ccccc4)N3[C@@](C)(C(=O)OC)[C@H]2C1=O | -3 | 9 | 1 | -3 | -7 | 7 | 7 | 2 | 0 | -7
CN1CCC(=O)N([C@H](CN=[N+]=[N-])Cc2ccccc2)CC1 | -8 | 4 | -1 | 0 | 5 | 3 | 2 | -6 | 0 | 8
Cc1ccc(OCC(=O)NCCNC(=O)c2cnccn2)cc1C | -2 | -2 | -1 | -5 | -6 | 0 | 1 | 3 | -7 | -8
O=C(/C=C/c1ccc2c(c1)OCO2)c1ccc[nH]1 | -38 | 5 | -282 | -13 | 9 | -7 | -4 | 6 | -304 | -7
O=C1Cc2ccccc2C(c2ccc(Br)cc2)N1 (stereo not drawn) | 4 | -7 | 1 | -1 | 14 | -2 | -2 | -2 | 6 | -2
Nc1ccccc1Sc1nc2ccccc2[nH]1 | 19 | 4 | 5 | 8 | 3 | -15 | 18* | -4 | -4 | -10
CCOC(=O)C1(Cc2ccccc2C(F)(F)F)CCN(C2CCC2)CC1 | -3 | -11 | 0 | -1 | -8 | 5 | 5 | -3 | 1 | 6
O=C(O)/C=C/c1cnc2ccccc2n1 | 3 | 0 | -6 | 0 | 16 | 0 | -5 | -5 | -11 | -11
COc1ccc(C(=O)N[C@H](C(=O)Nc2nc3ccccc3[nH]2)C(C)C)cc1 | -8 | 2 | 0 | -1 | -1 | 3 | 1 | 7 | -6 | 0
O=[N+]([O-])c1cccc(C(=Nc2cccc(Cl)c2)NO)c1 | -1 | 1 | -3 | -2 | -2 | -3 | 0 | 0 | 0 | -5
CCOc1ccccc1-n1cnc(C#N)c1N | 6 | 2 | 9 | 4 | 1 | -19 | 3 | 1 | 2 | 9
COc1ccc(NC(=O)C2CC3CCC2C3)c(OC)c1 (stereo not drawn) | -2 | 1 | 0 | -2 | 1 | -2 | 3 | -1 | -6 | -4
N#Cc1cnc(NN)nc1 | -7 | 0 | 1 | -3 | -7 | -11 | -2 | 0 | -3 | 1
COc1cccc(C(=O)NC(=S)N2CCN(c3ccc(C(F)(F)F)cc3[N+](=O)[O-])CC2)c1 | 5 | 2 | 1 | 2 | 3 | -3 | -3 | -3 | 3 | 7
COC(=O)CCC(=O)Nc1c(C)n(C)n(-c2ccccc2)c1=O | 5 | -1 | 2 | 1 | 10 | 2 | 1 | 2 | 1 | 3
CC(NC(=O)CCCc1nnc2n(C)c(=O)c3sccc3n12)c1ccccc1 (stereo not drawn) | 6 | 4 | -3 | -3 | 12 | 4 | -2 | 2 | -8 | 2
CCNc1nc(Cl)nc(N(NC(C)=O)C(C)C)n1 | -4 | -1 | -3 | -2 | -5 | 6 | -3 | 2 | -4 | 10
O=C(COc1ccccc1Cl)NCCCNC(=O)c1ccncc1 | 2 | 2 | -4 | -2 | 10 | -15 | -2 | 2 | -5 | 5
CC(=O)c1cccc(N/C=C\C(=O)c2ccc(C)cc2)c1 | 0 | -8 | -21 | 1 | -4 | -6 | -10 | -7 | -28 | 5
O=S(=O)(c1ccccc1)N1CCNCC1 | 4 | 2 | 1 | -1 | -13 | 1 | -2 | -7 | -21 | -8
CCN(CC)CCCNC(=O)c1ccc(OCC(=O)Nc2ccccc2C(F)(F)F)c(OC)c1 | 3 | 0 | 5 | 4 | -3 | -10 | -5 | 1 | 9 | -1
CCC(CO)n1c(=S)[nH]c2cc(OC)c(OC)cc2c1=O (stereo not drawn) | 3 | -1 | 4 | 1 | -6 | 6 | 7 | 3 | 3 | -6
C[C@@H]1CN([C@@H](C)CO)C(=O)Cc2cc(NC(=O)Nc3cccc4ccccc34)ccc2O[C@@H]1CN(C)Cc1ccc(C(F)(F)F)cc1 | -79 | 7 | -23 | -6 | 19 | -7 | -31 | -3 | -31 | 16
CN(C)c1ccc(-c2ccnc3c2CC(C)(C(=O)NCc2ccncc2)O3)cc1 (stereo not drawn) | i | -2 | -424 | -183 | 3 | -4 | 2 | 5 | i | -18
C/C(=N/NC(=O)c1nnn(-c2nonc2N)c1COc1ccccc1)c1ccc(O)cc1 | -1 | -3 | -1 | -3 | 2 | 4 | -5 | 1 | -5 | 2
CCC(C)N(C(=O)CSc1nc2ccc(OC)cc2[nH]1)C1CCS(=O)(=O)C1 (stereo not drawn) | -19 | -12 | 9 | 6 | -1 | 2 | -3 | 1 | -1 | 7
Cc1ccc(S(=O)(=O)N2CCOCC2)cc1NC(=O)CNCc1ccc(Cl)cc1Cl | -8 | 9 | 4 | 5 | -2 | -12 | 0 | 1 | -1 | 1
CN(CC(=O)Nc1ccncc1)S(=O)(=O)c1ccc(Cl)cc1 | 6 | -5 | 1 | -1 | -11 | -7 | -2 | -8 | 3 | 3
CC(=O)Nc1ccc(NC(=O)C(C)OC(=O)CCSc2ccccc2Cl)cc1 (stereo not drawn) | -1 | 1 | -1 | 1 | 14 | -7 | 2 | -2 | -5 | 5
O=C(OCC#CCSc1nnc(-c2cccc3ccccc23)o1)c1ccc(Br)cc1 | -4 | 3 | -1 | -6 | -1 | 5 | -5 | -6 | -1 | 5
CC(=O)C1=C(O)C(=O)N(c2ccc(Br)cn2)C1c1cccc([N+](=O)[O-])c1 (stereo not drawn) | 9 | 7 | 0 | 4 | 18 | -15 | 6 | 6 | 1 | 10
Cc1ccc(C)n1-c1ccc(C(=O)N2CCOCC2)cc1 | -14 | 5 | -13 | -7 | 0 | 11 | -1 | 1 | -14 | 7
Cc1ccc(NC(=O)CN2CCN(CCN=CC3=C(O)CC(c4ccccc4)CC3=O)CC2)cc1 (stereo not drawn) | -8 | -3 | 4 | -3 | 3 | -11 | 1 | 11 | 1 | -1
Cc1ccc(F)c(CNC(=O)C2(C)CCCN2C(=O)C(C)C)c1F (stereo not drawn) | -4 | -4 | 0 | -3 | -5 | 3 | 0 | -4 | 0 | -2
CCCCN(C)c1c(C)nc2ccc(C(=O)NCCc3c[nH]c4ccccc34)cn12 | 16 | 6 | -10 | 6 | 12 | 1 | 9 | 6 | -14 | -5
Cc1cc(C)nc(NS(=O)(=O)c2ccc(NC(=S)NC(=O)C3CCCC3)cc2)n1 | -4 | -1 | 0 | -1 | -20 | -3 | 0 | 4 | 0 | 9
CCOc1ccc(N2C(=O)CC(N3CCN(c4ccc(Cl)cc4)CC3)C2=O)cc1 (stereo not drawn) | -3 | 7 | 2 | 1 | -3 | -9 | 3 | -6 | 0 | 5
Cc1c(CCC(=O)N[C@@H](C)C(=O)O)c(=O)oc2cc3oc4c(c3cc12)CCCC4 | -150 | -10 | -253 | -64 | 6 | 9 | -8 | 5 | -362 | 7
CCOc1ccc(C(=O)NC2CCN(CC(=O)NCc3ccccc3)CC2)cc1 | 5 | -6 | -2 | -4 | 0 | -15 | 5 | 7 | -5 | 5
Cc1ccc(NC(=O)COC(=O)Cn2cnc3ccccc32)cc1S(=O)(=O)N(C)C | -9 | 11 | -1 | -2 | 0 | 5 | 2 | 4 | -4 | 5
O=C(Cn1nnc(-c2ccccc2)n1)NNC(=O)c1cccc([N+](=O)[O-])c1 | 7 | -6 | 0 | 1 | -8 | -8 | -8 | -5 | -5 | 5
